Screening results (PubChem)
MsrA inh: inhibits bovine methionine sulfoxide reductase A. actives 0.75% (n = 360,000). AID 651718. purified bovine MsrA, absorbance read-out. inhibition, % at 15.5 µM; in the data active = inhibition above about 4.5%;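 also: 0% = vehicle wells with enzyme and 100% = reference inhibitor wells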
Scp1 inh: blocks human Scp-1 phosphatase activity | inhibition, % at 20 µM | actives 0.88% (n = 340,000) | Q9GZU7 | Recombinant Scp1, phosphopeptide, malachite green phosphate absorbance | AID 493091;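 active = inhibition above about 50% at 20 µM, limit read from the data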;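 also: plate controls were DMSO wells with enzyme for no effect and wells lacking enzyme for full effect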
Target sequence (Q9GZU7 76-261 limits assumed): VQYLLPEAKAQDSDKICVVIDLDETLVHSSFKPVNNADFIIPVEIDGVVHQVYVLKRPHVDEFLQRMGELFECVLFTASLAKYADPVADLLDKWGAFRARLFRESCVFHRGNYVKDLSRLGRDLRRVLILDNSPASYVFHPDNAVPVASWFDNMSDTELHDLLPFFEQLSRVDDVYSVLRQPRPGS
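System: SCP-1 catalytic domain; Reagent: Phospho 17-mer peptide substrate; Doses: one concentration, 20 µM, with 1.0% DMSO; Incubation: 45 min room-temperature reaction, 5 min colour, 30 min stabiliser; Signal: Phosphate-binding colour reagent, absorbance read at 630 nm.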
NadD block: blocks S. aureus nicotinate mononucleotide adenylyltransferase. actives 0.78% (n = 360,000). inhibition, % at 20 µM. purified NadD enzyme, colorimetric absorbance read-out; in the data active = inhibition above about 26%; also: some compounds past the cut are filed as inactive
SUMO1-SIM PPI: SUMO1-SIM interaction modulation; P63165; SUMO1 binding to a labelled peptide, TR-FRET, 1 h; inhibition, % at 20 µM; actives 0.33% (n = 360,000); in the data active = inhibition above about 37%
Target sequence (P63165 whole entry, looked up): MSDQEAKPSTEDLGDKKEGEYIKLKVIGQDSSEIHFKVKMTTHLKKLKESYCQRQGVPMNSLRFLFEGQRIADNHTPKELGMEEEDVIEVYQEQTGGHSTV
STEP block: inhibitors of human striatal-enriched phosphatase STEP. P54829. recombinant STEP, OMFP fluorogenic substrate, fluorescence. inhibition, % at 20 µM. actives 0.25% (n = 360,000);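 active = inhibition at 20 µM, scaled per plate between control wells, above about 37%, limit read from the data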;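 also: 0% = DMSO with enzyme and substrate and 100% = substrate only without enzyme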
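Also added – OMFP at 25 µM · Test system – STEP tyrosine phosphatase · Technique – FITC-channel fluorescence of OMFP product · Schedule – 20 min at room temperature, dark · Evaluation – control-normalized % inhibition with plate pattern correction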
LMPTP block: LMPTP (human) inhibition | inhibition, % at 20 µM | actives 0.22% (n = 360,000) | recombinant LMPTP-A, OMFP fluorogenic substrate, fluorescence intensity;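 active = compounds that cut the enzyme signal by at least half of the control window in the single-dose screen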;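 also: plate controls were DMSO wells with enzyme plus substrate for no effect and substrate without enzyme for full effect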
Target sequence (P24666 whole entry, looked up): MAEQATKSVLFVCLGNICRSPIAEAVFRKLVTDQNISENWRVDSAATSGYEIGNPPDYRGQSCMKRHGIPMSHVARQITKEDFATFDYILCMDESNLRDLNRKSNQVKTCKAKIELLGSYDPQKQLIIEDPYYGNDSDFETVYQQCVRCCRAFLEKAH
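Test system – LMPTP-A enzyme · Amount – LMPTP-A at 0.625 nM final in the reaction · Buffer or medium – Bis-Tris pH 6.0, DTT, detergent · Reagent – OMFP 400 µM · Doses – single 20 µM dose · Schedule – reaction 50 min, room temperature, dark · Detection – fluorescence intensity of OMFP turnover product · Evaluation – percent inhibition versus substrate-only and uninhibited controls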
CSN inh: blocks human CSN-mediated cullin deneddylation | actives 0.38% (n = 360,000) | Purified CSN, SCF-Nedd8-OG deneddylation, fluorescence polarization | inhibition, % at 12.5 µM | AID 651999;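 active = pattern-corrected inhibition above about 35%, with an unprinted fluorescence ratio check between 0.5 and 1.5, limit read from the data, passing the limit was not always enough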;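 also: 0% = enzyme with substrate and 100% = substrate without enzyme; some results filed as inactive read as strong as hits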
Target sequence (Q92905 whole entry, looked up, one chain of several): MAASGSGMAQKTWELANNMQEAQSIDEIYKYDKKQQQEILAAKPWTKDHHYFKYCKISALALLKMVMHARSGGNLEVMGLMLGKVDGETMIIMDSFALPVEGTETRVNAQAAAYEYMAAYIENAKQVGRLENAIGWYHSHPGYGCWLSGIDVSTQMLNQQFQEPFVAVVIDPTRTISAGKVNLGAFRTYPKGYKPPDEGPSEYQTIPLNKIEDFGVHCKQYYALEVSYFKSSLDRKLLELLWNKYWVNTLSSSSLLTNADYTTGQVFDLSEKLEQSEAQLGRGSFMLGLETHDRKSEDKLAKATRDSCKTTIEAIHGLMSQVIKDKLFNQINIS
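Material: purified human Csn5 enzyme expressed in HEK293T cells / Medium: Tris buffer pH 7.5, NaCl, DTT, Tween-20, trehalose, ovalbumin / Compound dosing: 12.5 µM single point / Schedule: 90 min incubation of compound, enzyme and substrate at room temperature / Signal: fluorescence polarization of the substrate / Control set: no-enzyme wells high, enzyme-with-substrate wells low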
Rpn11 block: blocks the human proteasome subunit Rpn11; actives 0.59% (n = 360,000); human 26S proteasome, Ub4-pepOG fluorescence polarization; 20S core pre-blocked with epoxomicin; calls only at 20 µM;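 active = inhibition at 20 µM, scaled to each plate's controls, above about 33%, limit read from the data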
DNMT1 block: DNMT1 (human) enzyme inhibition; P26358; DNMT1 molecular beacon, Hinp1I cleavage, fluorescence; inhibition (reported as % activation of signal), % at 10 µM; actives 0.83% (n = 360,000); AID 588458; in the data active = inhibition above about 50%
TbMetRS inhib: Trypanosoma brucei MetRS inhibition. inhibition, % at 11.9 µM. purified T. brucei MetRS, ATP depletion, Kinase-Glo luminescence. actives 0.4% (n = 360,000);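 active = inhibition above a per-plate cutoff of the control wells' mean inhibition plus 3 SD, cut at about 5.5% in these data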;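 also: 0% = DMSO wells median and 100% = median of wells with control inhibitor compound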
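Assay system: T. brucei methionyl-tRNA synthetase, purified | Medium: HEPES buffer with MgCl2, KCl, DTT, spermine, BSA, pyrophosphatase | Compound: 11.9 µM single point | Incubation: 15 min enzyme-compound preincubation, 2 h reaction, 10 min detection, 25 °C | Measured by: Kinase-Glo luciferase luminescence reporting remaining unconsumed ATP | Measure: % inhibition normalized to control-well medians | Replication: Singlicate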
The depositor's hits bear a star; i = inactive; . = not tested or not shown. No enrichment for hits (roughly 3.9% active in at least one column).

cpd	SMILES	MsrA inh	Scp1 inh	NadD block	SUMO1-SIM PPI	STEP block
1	CCc1nnc(NC(=O)COc2ccc3ccccc3c2)s1	0.6	-5	4	4	1
2	CC(=O)Nc1ccc(S(=O)(=O)N(Cc2cccnc2)Cc2cc3ccc(C)cc3[nH]c2=O)cc1	1.5	0	-5	4	0
3	CC1=C(C(=O)N2CCCCCC2)CC(CC(=O)NCCN2CCOCC2)C(=O)N1Cc1ccc(F)cc1 (configuration not stated)	-1.2	.	5	-5	.
4	CCc1ccccc1NC(=O)CN1CCN(C(=O)CNC(=O)c2ccc(-c3ccccc3)cc2)CC1	0.5	-3	-3	7	5
5	Cc1cc(Cl)ccc1NC(=S)NCCc1ccc(Cl)cc1	0.8	9	-5	2	0
6	CC(Cc1cccs1)NC(=O)Nc1ccc([N+](=O)[O-])cc1 (configuration not stated)	3.2	-7	-8	-15	-1
7	O=S1(=O)CCC(NC(=S)SCc2ccccc2Br)C1 (configuration not stated)	-0.3	-5	-5	1	2
8	OC(c1ccc(F)c(F)c1)c1nc(-c2cccc(F)c2)cs1 (configuration not stated)	-0.9	.	-4	-2	-1
9	CCN(CC)C(=O)CSc1nnc(CCCCCNC(=O)OC(C)(C)C)o1	-2.0	0	-3	-3	-2
10	CC1(C)CC(=O)C2=C(C1)OC(c1ccncc1)C(C#N)=C2N (configuration not stated)	1.3	-1	-5	-1	-2
11	COc1ccc(NC(=O)c2ccc(-c3ccc(-c4noc(C)n4)cc3C)cc2)cc1N1CCN(C)CC1	-1.2	-9	1	-34	4
12	CC1CCCN(c2ccc(C(=O)NCc3cccs3)cn2)C1 (configuration not stated)	-0.5	-5	3	1	3
13	CCOC(CNC(=O)c1ccc(N2CCc3ccccc32)c([N+](=O)[O-])c1)OCC	1.8	-4	-8	-31	1
14	COc1ccccc1CNC(=O)C1CCC(CNc2c(N3CCC(C)CC3)c(=O)c2=O)CC1 (configuration not stated)	0.8	-7	1	-2	-1
15	O=C(NNC(=O)C12CC3CC(CC(C3)C1)C2)c1ccccn1	0.6	-4	-1	2	-1

cpd	LMPTP block	CSN inh	Rpn11 block	DNMT1 block	TbMetRS inhib
1	0.0	4	i	0	-0.6
2	-0.2	-2	i	-4	0.0
3	-0.7	7	.	.	0.1
4	-0.3	-5	i	-8	-0.1
5	1.0	5	i	5	-1.2
6	0.1	-4	i	-1	-0.4
7	-0.9	8	i	0	-0.3
8	1.5	1	i	8	-0.2
9	-0.3	-1	i	7	-1.0
10	-1.0	-5	i	2	-0.2
11	-3.0	0	i	-17	-0.1
12	0.6	6	i	1	0.7
13	2.6	0	i	-8	-0.6
14	-0.2	-4	i	0	-0.3
15	0.1	-2	i	8	-0.3

The list continues.
cpd	SMILES	MsrA inh	Scp1 inh	NadD block	SUMO1-SIM PPI	STEP block
16	CCN1CCN(C(=S)Nc2ccc3nc(N4CCN(C)CC4)cc(C)c3c2)CC1	0.9	-4	0	1	5
17	O=[N+]([O-])c1ccccc1S(=O)(=O)N1CCN(Cc2ccc3c(c2)OCO3)CC1	1.4	-1	4	-5	-1
18	CSCCC(C(=O)NC(C)(C)C)n1c(-c2cccc(NC(C)=O)c2)nc2ccccc21 (configuration not stated)	-1.1	.	.	-2	.
19	CCOc1ccc(N2C(=O)S/C(=C\c3cccn3C)C2=O)cc1	1.0	-4	-12	-4	2
20	O=C(Nc1ccccc1F)c1ccc(Cn2cc(Br)cn2)cc1	-0.1	-4	-9	-2	-2
21	O=C(NCc1ccccc1)c1ccc2c(c1)S(=O)(=O)c1cc(Cl)ccc1C2=O	1.6	-17	-5	-24	3
22	Cc1ccc(CSCCNC(=O)c2ccc(NS(C)(=O)=O)cc2)cc1	0.0	-7	-4	3	0
23	Clc1ccc(CNCCCSc2ncccn2)cc1	0.1	-6	-5	-2	-2
24	Cc1cc(N)n2ncc(-c3cccc(Br)c3)c2n1	0.3	-1	-8	1	0
25	CCOC(=O)c1c(NC(=O)C2COc3ccccc3O2)sc(C(C)=O)c1C (configuration not stated)	0.0	-4	-2	-3	1
26	COc1cc(CN2CCNC(=O)C2CC(=O)NC2CCC2)cc(OC)c1 (configuration not stated)	-0.6	-9	-4	-3	-1
27	Cc1ccc2[nH]c3nc(NN)nnc3c2c1	0.8	-8	12	-11	3
28	CS(=O)(=O)N1CCN(c2cccc(Cl)n2)CC1	0.3	-9	-3	-2	-9
29	CCOc1ccc(CCNC(=O)COn2nnc3ccc(S(=O)(=O)N4CCOCC4)cc32)cc1OCC	-0.5	-3	-8	-1	4
30	Cc1cccc(NC(=O)C[n+]2ccc(N(C)C)cc2)c1	0.6	-4	-4	3	-2

cpd	LMPTP block	CSN inh	Rpn11 block	DNMT1 block	TbMetRS inhib
16	-1.0	2	i	1	-0.1
17	-0.6	-21	i	-1	-0.6
18	0.1	-5	.	.	-0.5
19	0.1	3	i	-6	-0.3
20	0.3	2	i	-4	-0.7
21	1.0	111	i	0	-0.3
22	1.7	-9	i	-4	0.5
23	1.9	8	i	-1	-0.4
24	4.4	-4	i	-9	-0.1
25	-2.3	1	i	2	-0.7
26	-0.9	0	i	-4	-0.1
27	5.4	3	i	10	-0.7
28	0.0	-1	i	-4	-0.4
29	3.2	-2	i	-3	-0.1
30	-0.8	0	i	1	-0.7

Arranged by molar mass (largest number first): 3 of the compounds above.
cpd	SMILES	MsrA inh	Scp1 inh	NadD block	SUMO1-SIM PPI	STEP block
20	O=C(Nc1ccccc1F)c1ccc(Cn2cc(Br)cn2)cc1	-0.1	-4	-9	-2	-2
23	Clc1ccc(CNCCCSc2ncccn2)cc1	0.1	-6	-5	-2	-2
28	CS(=O)(=O)N1CCN(c2cccc(Cl)n2)CC1	0.3	-9	-3	-2	-9

cpd	LMPTP block	CSN inh	Rpn11 block	DNMT1 block	TbMetRS inhib
20	0.3	2	i	-4	-0.7
23	1.9	8	i	-1	-0.4
28	0.0	-1	i	-4	-0.4

Next section
cpd	SMILES	MsrA inh	Scp1 inh	NadD block	SUMO1-SIM PPI	STEP block
31	COC(=O)CSc1n[nH]c(-c2cccnc2)n1	-0.6	-7	0	-4	-2
32	Cc1ccccc1NC(=O)CCCNC(=O)c1ccc(Cl)cc1	1.6	2	-1	-3	-2
33	O=C(COc1ccccc1Cl)NCc1nc(-c2ccccc2)no1	1.3	-10	-2	0	-1
34	CC1CCc2sc3ncn4nc(C(=O)NCc5ccco5)nc4c3c2C1 (configuration not stated)	0.3	-7	17	3	16
35	CC(C)(C)C(=O)Cn1ncc(Cl)c(Cl)c1=O	-0.3	-1	0	-10	0
36	C[C@H]1CCCCO[C@H](CN(C)C(=O)C2CCCCC2)[C@@H](C)CN([C@@H](C)CO)C(=O)c2cc(NC(=O)NC3CCCCC3)ccc2O1	0.7	.	13	5	0
37	O=C(O)c1cc(-c2cccnc2)nc2ccccc12	0.9	-7	-5	2	-1
38	O=C1CC(Cc2ccccc2)C(=O)N1c1ncccn1 (configuration not stated)	0.8	-7	-5	1	-4
39	COc1ccc(N(CC(=O)N2CCCCCC2)S(=O)(=O)c2c(C)[nH]c(=O)[nH]c2=O)cc1	-0.1	0	0	3	0
40	COC(CNC(=O)c1cccc2c1C(=O)N(Cc1cccnc1)C2)OC	0.3	-5	9	0	-2
41	O=C(C(=Cc1ccc(O)cc1)c1ccccc1)c1ccccc1	0.6	.	9	-1	.
42	CN1CCN(S(=O)(=O)c2ccc(NC(=O)c3cccc(S(=O)(=O)N4CCCC4)c3)cc2)CC1	0.8	-18	-11	-2	2
43	CCC(C)NCCOc1ccc(C)cc1[N+](=O)[O-] (configuration not stated)	-0.1	-7	-4	-3	-1
44	Cc1cc(S(=O)(=O)N2CCCCCC2)c(Cl)cc1Cl	1.7	0	-1	-2	2
45	CCSCCOC(=O)C1=C(C)N(C)C(=O)NC1c1ccc2c(c1)OCO2 (configuration not stated)	-1.2	-2	-7	-3	-3
46	CC(C)c1cc(C(F)(F)F)nc(NNc2nc(C(C)C)cc(C(F)(F)F)n2)n1	-0.4	.	-1	2	1
47	O=S1(=O)CCOC[C@H](c2ccccc2)N1Cc1ccccc1	-1.2	0	-2	-3	1
48	CC(=O)Nc1ccc2c(c1)CCC2=O	-0.2	-8	-2	-1	1

cpd	LMPTP block	CSN inh	Rpn11 block	DNMT1 block	TbMetRS inhib
31	-0.6	3	i	-2	-1.3
32	0.0	1	i	-2	-0.3
33	-0.1	6	i	-2	-0.5
34	2.1	-1	i	7	0.3
35	-1.3	3	i	9	-0.8
36	-2.1	0	i	-7	0.0
37	-1.7	-1	i	3	-1.0
38	-2.5	6	i	-1	-0.7
39	0.4	3	i	0	-0.8
40	-2.3	-8	i	0	-0.7
41	3.0	2	.	.	-0.2
42	-2.4	-8	i	-2	0.6
43	-4.0	1	i	8	0.2
44	0.4	6	i	2	-0.1
45	-0.9	1	i	3	-1.1
46	-0.9	0	i	10	-0.1
47	-1.4	-3	i	0	-0.5
48	-0.8	-3	i	4	0.0
